Screening results from PubChem BioAssay.
14-3-3g Raf = 14-3-3 gamma protein interaction modulation; FP, 14-3-3gamma / TMR-pS259-Raf peptide binding; inhibition, % at 40 µM; actives 0.19% (n = 160,000); in the data active means inhibition above about 30%;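 further: 0% = protein plus tracer without compound and 100% = blank with tracer alone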
Target sequence (P61981 whole entry, looked up): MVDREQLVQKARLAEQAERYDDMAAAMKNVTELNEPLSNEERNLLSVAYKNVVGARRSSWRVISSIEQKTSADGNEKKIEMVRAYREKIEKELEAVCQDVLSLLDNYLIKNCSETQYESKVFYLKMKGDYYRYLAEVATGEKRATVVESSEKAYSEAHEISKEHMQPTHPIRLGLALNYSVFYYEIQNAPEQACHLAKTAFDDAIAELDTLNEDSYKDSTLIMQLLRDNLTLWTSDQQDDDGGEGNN
* marks the source's active call; other numbers are inactive results; & = joins results of further samples. This is a subset (hit frequency here may not be typical).

14-3-3g Raf,structure
-2.6,CCN(C(=O)CN1c2cccc3cccc(c23)S1(=O)=O)c1ccccc1
-1.1,Cc1ccc(CNC(=O)c2ccc3c(c2)ncn3C2CCCC2)cc1
-0.1,CCn1c(C(=O)O)c(CC(=O)N(C)c2ccc(F)cc2)c2ccccc21
-2.3,COc1ccc(N2CCN(C(c3cccs3)C(C)NC(=O)c3ccco3)CC2)cc1 (stereo unspecified)
-0.9,Cn1c(=O)c2c(nc(CN3CCN(C(=O)c4ccco4)CC3)n2Cc2ccccc2F)n(C)c1=O
5.9,O=C(C1CCC1)N1CCc2cc(S(=O)(=O)N3CCc4ccccc4C3)ccc21
-7.5,NC(=O)CNCCC(c1ccccc1)c1ccccc1
-9.5,O=c1c2c(nc(SCc3ccc([N+](=O)[O-])cc3)n1-c1ccc(Cl)cc1)CCS2
-22.6,CC1(C)CC(=O)c2c(oc3c2cc(NS(=O)(=O)c2ccc(Cl)c([N+](=O)[O-])c2)c2ccccc23)C1
-8.7,COc1ccc(S(=O)(=O)Nc2ccc3oc4c(c3c2)C(=O)CCC4)cc1
-10.2,Cc1ccccc1NC(=O)c1cnc2n(c1=O)CCS2
-17.3,COc1ccc(Oc2coc3cc(OCc4cccc(Cl)c4)ccc3c2=O)cc1
2.9,CCOc1ccc(CCNC(=O)c2cc3sccc3n2C)cc1OCC
-5.2,COc1ccc(C2C(=O)N(C3CCCC3)CC(=O)N2Cc2cccs2)cc1 (stereo unspecified)
-4.9,COC(=O)c1ccc(NC(=O)CN2CCN(C)CC2)cc1
-1.3,COc1ccc(-c2nc3c(c(=O)n(C)c(=O)n3C)n2CC2CC(c3ccccc3)=NO2)cc1OC (stereo unspecified)
-11.6,O=C(CCC(=O)N(c1ccccc1)C(C(=O)NC1CCCC1)c1ccncc1)Nc1cccnc1 (stereo unspecified)
-1.6,CCCc1ncc(C(O)c2cccc(OC)c2OC)n1C (stereo unspecified)
-5.5,c1ccc(OCCOc2ccccc2-c2nnco2)cc1
1.9,COc1ccc2c(c1)C(C)=CC(C)(C)N2C(=O)Nc1ccc(Cl)c([N+](=O)[O-])c1
11.4,CCC1(CC)OC(c2cc(Cl)c(O)c(OC)c2)Nc2ccccc21 (stereo unspecified)
17.1,COc1ccc(C(=O)N2CCN(Cc3ccccc3C)CC2)cc1OC
-4.2,CC1=C(C(=O)OCCOc2ccccc2)C(c2cccc(C)c2)C2=C(CC(C)(C)CC2=O)N1 (stereo unspecified)
-6.0,Clc1cccc(OCCn2cncn2)c1
-15.2,COc1cc(-c2nc3cc(OC(C)=O)ccc3c(=O)o2)cc(OC)c1OC
-3.5,CCOc1cc(C(=S)N2CCOCC2)ccc1OC(=O)Cc1ccccc1
-4.0,Cn1nnc2cc(C(=O)N3CCSCC3)ccc21
-0.4,O=C(O)CN(Cc1ccco1)S(=O)(=O)c1ccc(F)cc1
-1.3,CC(NC(=O)C1(O)c2ccccc2NC(=O)N1c1ccccc1)c1ccccc1 (stereo unspecified)
3.6,Cc1nc2sc(C(c3ccc(Cl)cc3)N3CCN(C(=O)c4ccco4)CC3)c(O)n2n1 (stereo unspecified)

Four compounds picked at random from the list so far, as already listed:
14-3-3g Raf,structure
-1.3,CC(NC(=O)C1(O)c2ccccc2NC(=O)N1c1ccccc1)c1ccccc1 (stereo unspecified)
-0.1,CCn1c(C(=O)O)c(CC(=O)N(C)c2ccc(F)cc2)c2ccccc21
-2.3,COc1ccc(N2CCN(C(c3cccs3)C(C)NC(=O)c3ccco3)CC2)cc1 (stereo unspecified)
-3.5,CCOc1cc(C(=S)N2CCOCC2)ccc1OC(=O)Cc1ccccc1

New compounds follow.
14-3-3g Raf,structure
-37.0,CC(=O)Nc1nonc1-c1nc2ccccc2n1Cc1ccccc1Cl
-12.8,Cc1nc2nc(CC(=O)NCc3ccccc3Cl)nn2c(C)c1Cc1cccc(Cl)c1
-5.7,CCCCSc1nnc2c(n1)OC(c1ccccc1C)N(C(C)=O)c1ccccc1-2 (stereo unspecified)
3.8,CCOc1cccc2c1OC1(C)CC2NC(=O)N1c1cccc(C(=O)N2CCN(c3ccccc3OC)CC2)c1 (stereo unspecified)
8.4,Cn1c(=O)c2c(nc(SCCN3CCCCC3)n2Cc2ccc(Cl)cc2)n(C)c1=O
-21.5,Cc1cccc(Oc2ccc(N3C(=O)C=CC3=O)cc2)c1C
-5.6,CCOC(=O)CCC(=O)N1CCCCC1c1cccnc1 (stereo unspecified)
-17.8,O=C(Nc1ccc(NC(=O)c2ccccc2Cl)cc1)c1ccc2c(c1)OCCO2
-2.9,c1ccc(-c2nc(NC3CC3)nc(-n3ccnc3)n2)cc1
2.6,CCN(CC)C(=O)C1c2cc(OC)c(OC)cc2C(=O)N(C)C1c1cccs1 (stereo unspecified)
-6.8,CN(C)CCOC(=O)C(c1ccccc1)c1ccccc1
-2.0,CC(C)C(NC(=O)CN1C(=O)c2ccccc2S1(=O)=O)C(C)C
-4.0,CCOC(=O)c1cc2c(ccc3cc(Br)ccc32)oc1=O
0.4,Cc1csc(NC(=O)CSc2nncn2C)n1
-3.0,N#Cc1ccc(CSc2nc(-c3ccccc3)cc(=O)[nH]2)cc1
-5.9,Cc1ccc2c(CN3CCN(CCO)CC3)cc(=O)oc2c1
-8.0,COc1nccnc1NS(=O)(=O)c1ccc(NC(=O)c2ccc(C(C)=O)cc2)cc1
-64.5,CC(C)CCNC(=O)c1sc2ccc(S(=O)(=O)N3CCCCC3)cc2c1N
-1.2,O=C(Nc1ccc(Cl)cn1)c1ccc(I)cc1
-7.5,C=C(C)CSc1nc2sc3c(c2c(=O)n1-c1ccccc1)CCC3
-18.4,COc1cc(-c2nc3ccccc3[nH]2)cc(OC)c1OC
-6.5,CCOC(=O)c1ccc(N2CCN(c3cc(Cl)ccc3C)CC2)c(N)c1
-23.6,Oc1c(CN2CCCC2)cc(Br)c2cccnc12
-10.9,COc1ccccc1C(=O)N1CCN(Cc2ccccc2F)CC1
-0.6,Cc1cc(OCCN2CCOCC2)nc(N2CCOCC2)n1
-5.6,O=C(Cc1cccs1)N1c2ccccc2CCc2ccccc21
-12.2&4.3,NC(=O)CSc1ncnc2c1oc1ccccc12
-3.7,Cn1ccnc1SCC(=O)n1c2c(c3ccccc31)CCCC2
-4.3,O=C(NCc1ccc2c(c1)OCO2)C1CCCN(S(=O)(=O)N2CCCC2)C1 (stereo unspecified)
-10.3,COc1ccccc1N1CCN(S(=O)(=O)c2cc(S(=O)(=O)N3CCN(c4ccccc4OC)CC3)c3cccc4c3c2NC4=O)CC1

14-3-3g Raf,structure
-6.9,Cc1sc2ncn(CC(=O)Nc3ccc(Oc4ccccc4)cc3)c(=O)c2c1S(=O)(=O)N1CCCCC1
0.1,CCC1CCCCN1C(=O)CCN1C(=O)c2ccccc2C1=O (stereo unspecified)
6.0,CSc1nc2ccccc2c(=O)n1CCc1ccccc1
-0.1,CCOC(=O)C1CCCN(C(=O)Cn2ncc3c(=O)oc4ccc(C)cc4c32)C1 (stereo unspecified)
-17.1,CCc1ccc(N(C)S(=O)(=O)c2ccc3[nH]cc(C(=O)N4CCc5ccccc5C4)c(=O)c3c2)cc1
-0.8,CN(C)c1ccc(C2C3=C(CC(C)(C)CC3=O)Nc3ccccc3N2C(=O)Cc2ccc(Cl)cc2)cc1 (stereo unspecified)
-3.2,CSc1nsc(SC)c1NC(=O)N1CCCC1
-2.8,CC1CCCCN1C(=O)c1nn2c(c1Br)NC(c1cccs1)CC2C(F)(F)F (stereo unspecified)
2.8,COc1ccc(CC(=O)n2ccc(C)n2)cc1
7.6,COc1cccc(N2CCN(C(=O)CN3C(=S)NC(C)(C)CC3C)CC2)c1 (stereo unspecified)
-4.1,CC1CC(=O)Nc2ccc([N+](=O)[O-])cc2N1C (stereo unspecified)
-0.8,Cc1ccc(Oc2ccc(N3C(=O)C4C5C=CC(C6CC56)C4C3=O)cc2)cc1 (stereo unspecified)
-1.7,CCc1ccc(-c2cn(-c3ccccc3Br)c(=S)[nH]2)cc1
-43.3,Cc1ccc2nc(-c3cc(NC(=O)c4ccccc4I)ccc3Cl)oc2c1
-1.8&-13.0,CCC1CCCCN1CCCNC(=O)C1CCN(S(=O)(=O)N2CCCCC2)CC1 (stereo unspecified)
0.4,COc1ccc(OC)c(-n2c(=S)[nH]c3cc(C(=O)NCc4ccc5c(c4)OCO5)ccc3c2=O)c1
4.6,NC(=O)c1cnn2c(C(F)(F)F)cc(-c3ccccc3)nc12
5.3,CCSc1nnc(NC(=O)CSc2nccn2-c2cccc(C)c2)s1
-15.5,CC1(C)CC(=O)c2sc(NC(=O)CSC(=O)c3ccccc3)nc2C1
0.6,CC(C)NC(=O)c1cc2n(n1)C(C(F)(F)F)CC(c1ccc(Br)cc1)N2 (stereo unspecified)
1.8,NCc1ccc(-c2nc3ccccc3o2)cc1
2.6,c1ccc2c(c1)ncn2CCOCCOCCn1cnc2ccccc21
-5.1,Cc1ccc2c(c1)C(c1ccc(F)cc1)N(C(=O)c1ccc(S(=O)(=O)N(C)C)cc1)CC(=O)N2 (stereo unspecified)
-8.2,CC1(C)CC(=O)C2=C(C1)Nc1ccccc1N(C(=O)c1ccccc1)C2c1ccc([N+](=O)[O-])cc1 (stereo unspecified)
-9.2,Cc1cc(C)cc(NC(=O)CSc2nnc(-c3ccc(S(=O)(=O)N4CCCC4)cc3)o2)c1
9.2,COc1ccc(OC)c(C2SCCN2S(=O)(=O)c2ccc(F)cc2)c1 (stereo unspecified)
-3.7,CCOC(=O)N1CCC(N2Cc3cccc(C(=O)O)c3C2=O)CC1
1.4,Cc1cc(Cl)c(S(=O)(=O)N2CCCCCC2)cc1OCC(N)=O
-48.4,Nc1cc(=O)nc(SCC(=O)Nc2nc(-c3ccccc3)cs2)n1-c1ccccc1
-3.0,COc1ccccc1N1CCN(C(=O)CN(Cc2ccccc2)S(=O)(=O)c2ccc(F)cc2)CC1

Part of the list above in order of molecular weight, low to high.
14-3-3g Raf,structure
-3.7,CCOC(=O)N1CCC(N2Cc3cccc(C(=O)O)c3C2=O)CC1
-1.7,CCc1ccc(-c2cn(-c3ccccc3Br)c(=S)[nH]2)cc1
-0.1,CCOC(=O)C1CCCN(C(=O)Cn2ncc3c(=O)oc4ccc(C)cc4c32)C1 (stereo unspecified)
-2.8,CC1CCCCN1C(=O)c1nn2c(c1Br)NC(c1cccs1)CC2C(F)(F)F (stereo unspecified)

Returning to the listing; the 3 compounds before the break are reprinted first.
14-3-3g Raf,structure
1.4,Cc1cc(Cl)c(S(=O)(=O)N2CCCCCC2)cc1OCC(N)=O
-48.4,Nc1cc(=O)nc(SCC(=O)Nc2nc(-c3ccccc3)cs2)n1-c1ccccc1
-3.0,COc1ccccc1N1CCN(C(=O)CN(Cc2ccccc2)S(=O)(=O)c2ccc(F)cc2)CC1
0.7,CCCn1c(=O)c(C(=O)Nc2cccnc2)c(O)c2ccccc21
-23.8,OC(CNC1CCCCC1)CNC1CCCCC1
10.8,CCCCCC(=O)N(O)C1CC(=O)N(c2ccccc2)C1=O (stereo unspecified)
-8.9,CCCOC(=O)c1ccc(NC(=O)c2cccc([N+](=O)[O-])c2C)cc1
-4.6,C=C(C)n1c(=O)[nH]c2ccccc21
16.6,Cc1noc(NS(=O)(=O)c2ccc(NC(=O)CCc3ccccc3)cc2)c1C
-2.4,CSc1nc2ccc(NC(=O)C3CCCO3)cc2s1 (stereo unspecified)
9.4,CCCOc1ccc(C2C(C(=O)OCCc3ccccc3)=C(C)NC3=C2C(=O)CCC3)cc1 (stereo unspecified)
-19.3,CCN1CCN(CCCNC(=O)c2cc3c(-c4cccc(OC)c4)nn(C)c3s2)CC1
-6.5,COc1cc(NC(=O)CCN2CCN(c3ccccc3F)CC2)cc(OC)c1
-7.5,Cc1cc(C)n(C(=O)c2ccc(C(C)(C)C)cc2)n1
-17.2,Clc1cccc2c3c([nH]c12)CCN(Cc1ccccc1)C3
4.7,CCC(C)NC(=O)c1cc2nc(-c3ccc(Br)cc3)cc(C(F)(F)F)n2n1 (stereo unspecified)
3.5,Cc1ccc(CNn2cnnc2SCC(=O)NC(C)(C)C)cc1
-10.9,O=S(=O)(Nc1ccc(O)c(Sc2nc3ccccc3s2)c1)c1ccc(F)cc1
0.2,Cn1c(=O)n(C)c2cc(C(N)=O)ccc21
7.5&-2.5,CC(C)N1C(=O)CCC1C(=O)NCCc1ccccc1 (stereo unspecified)
8.6,COCCCNC(=O)CCCn1c(=O)[nH]c2cc(Cl)ccc2c1=O
-4.3,COc1ccccc1NC(=O)c1cc2cc([N+](=O)[O-])ccc2oc1=O
-8.1,COc1ccccc1CN(Cc1nc2ccccc2c(=O)[nH]1)C(=O)Nc1ccccc1
-5.0,Cc1ccccc1OC(C)C(=O)NC1CCCC1 (stereo unspecified)
-3.0,CC1Cc2ccccc2N1C(=O)CCS(=O)(=O)c1cccc2nonc12 (stereo unspecified)
-38.3,Nc1c(C(=O)N2CCc3ccccc32)sc2nc(C(F)(F)F)c3c(c12)CCCC3
-2.1,CCOc1ccc(NC2CCN(C(C)=O)CC2)cc1
-6.9,CN(Cc1ccccc1)C(=O)Nc1ccccc1
-2.6,CCn1c(CSc2nc(C)cc(=O)[nH]2)nc2ccccc21
-14.6,Cc1ccccc1NC(=O)c1cnn2cccnc12
-10.8,O=C(Nc1ccc(OC(F)(F)F)cc1)c1[nH]ncc1[N+](=O)[O-]
-9.6&-7.8,O=C(O)CCc1ccc(-c2ccc(Br)cc2)o1
-2.5,CCOC(=O)c1c(N)sc(C(C)=O)c1C

14-3-3g Raf,structure
-7.1,O=C(CCN1C(=O)COc2ccccc21)NCCCN1CCc2ccccc2C1
-0.3,CCCCN1C(=O)C2ON(c3ccccc3)C(c3ccc(N(C)C)cc3)C2C1=O (stereo unspecified)
-4.7,Clc1ccccc1C(c1ccccc1)(c1ccccc1)n1ccnc1
-42.9,CCCCC(CC)Cn1c2nc3ccccc3nc2c2c(=N)oc(C)nc21 (stereo unspecified)
3.3,Cc1ccccc1Cn1c(CCNC(=O)C(C)(C)C)nc2ccccc21
-11.9,CC(C)(C)c1c[n+](-c2ccccc2)c2n1CCS2
6.8,COc1ccccc1C(=O)N1CCN(S(=O)(=O)Cc2ccccc2)CC1
-0.2,COC(=O)Cc1n[nH]c(=S)[nH]c1=O
-0.1,C=CCN(CC=C)S(=O)(=O)c1ccc(C(=O)N2CCCc3ccccc32)cc1
-11.6,O=C(c1ccccc1)N(c1ccc2oc3c(c2c1)CCCC3)S(=O)(=O)c1cccc([N+](=O)[O-])c1
